aSyn tox rescue – rescues yeast growth from alpha-synuclein toxicity | actives 0.02% (n = 94,000) | Potency, µM (titrated, usually from 46.1 µM), inactives show top-dose growth rescue (activation), hits mostly activators | AID 1347070 | S. cerevisiae alpha-synuclein toxicity rescue, BacTiter-Glo growth, 24 h; active = well fitted activation curve with a large enough effect; inconclusive = small, poorly fitted or top-dose-only effect; also: 0% is about no effect
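Growth restoration measured by BacTiter-Glo luminescence after 24 hr at 30 deg C; alpha-synuclein yeast, raffinose-pregrown to mid-log, were added at OD600=0.02 in galactose medium onto pinned compounds.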
The depositor's hits bear a star; ? = inconclusive; [ ] = another dose, or the depositor's remark. Potency is read from the fitted curve at half-maximal effect. A portion of the library; the hit share may differ from the screen's.

SMILES	aSyn tox rescue
NC(=O)c1ccc(NC(=O)COC(=O)/C=C/c2cccs2)cc1	-11%
CCC(C(=O)NCc1ccco1)N(C(=O)CNS(=O)(=O)c1ccc(C)cc1)c1ccccc1F (stereo unspecified)	1%
COc1cccc(OC)c1C(=O)OCC(=O)NCC1CCCCC1	4%
c1ccc(-c2cn3c(n2)CCc2ccc4cccnc4c2-3)cc1	-6%
CCOC(=O)CSC(CC)C(=O)Nc1nnc(CC)s1 (stereo unspecified)	-4%
O=C(NCc1cccnc1)c1cccc(S(=O)(=O)N2CCCC2)c1	-6%
COCc1cccc(C(=O)NC(c2ccccc2)c2ccccc2)c1	2%
COc1ccc(CCNc2nc3c(-c4cccc(C(F)(F)F)c4)nnn3c3ccccc23)cc1OC	-3%
O=c1[nH]c2ccc(NC(=S)NC3CCCCC3)cc2[nH]1	-6%
CN(C)C(=O)c1ccc(NC(=O)Cn2nc(-c3ccccc3)c3ccccc3c2=O)cc1	6%
COc1ccc2c(c1)cc1c(=O)n(CC(=O)NCCc3ccccc3)nc(C)n12	2%
Nc1c(C(=O)N/N=C/c2cccnc2)oc2nc(-c3ccco3)cc(-c3ccco3)c12	-5%

The closing five records of the section before are carried over, then new ones follow.
SMILES	aSyn tox rescue
COc1ccc(CCNc2nc3c(-c4cccc(C(F)(F)F)c4)nnn3c3ccccc23)cc1OC	-3%
O=c1[nH]c2ccc(NC(=S)NC3CCCCC3)cc2[nH]1	-6%
CN(C)C(=O)c1ccc(NC(=O)Cn2nc(-c3ccccc3)c3ccccc3c2=O)cc1	6%
COc1ccc2c(c1)cc1c(=O)n(CC(=O)NCCc3ccccc3)nc(C)n12	2%
Nc1c(C(=O)N/N=C/c2cccnc2)oc2nc(-c3ccco3)cc(-c3ccco3)c12	-5%
CC1CC(C)CN(C(=O)CNS(=O)(=O)c2cccs2)C1 (stereo unspecified)	-6%
CCn1cc(S(=O)(=O)c2ccccc2)c(=O)c2cc(F)c(N3CCCCCC3)cc21	0%
CCn1cc(/C=N/NC(=O)c2ccc3c(c2)OCO3)cn1	6%
Cc1cc(Nc2cccc(C(F)(F)F)c2)nc2ccc(NC(=O)Cc3ccc(Cl)cc3)cc12	-25%
Cc1nc2c(c(C)nn2C(C)(C)C)c(C)c1CCC(=O)Nc1ccc(F)cc1	4%
CCCn1c(SC(C)C(=O)NC2CCCC(C)C2C)n[nH]c1=O (stereo unspecified)	-6%
Cc1c(S(=O)(=O)N2CCOCC2)c(=O)n(C)c(=O)n1C	5%
CCOC(=O)c1cc(OC(=O)c2cc(Cl)ccc2OC)n(-c2ccccc2)n1	8%
CCOc1ccccc1CN1CCN(S(=O)(=O)c2ccccc2)CC1	4%
CCN(CC)C(=S)NC(=O)c1ccc(OC)c(Br)c1	-8%
Oc1ccc(C2=NN(c3ccccc3)C(c3ccc(F)cc3)C2)cc1 (stereo unspecified)	-74%[inhibitor]
CCOC(=O)C1CCN(C(c2ccc(C)cc2)c2sc3nc(-c4ccco4)nn3c2O)CC1 (stereo unspecified)	0%
O=C(CN1CCN(c2ccccc2)CC1)c1ccc2cc[nH]c2c1	5%
COc1ccc(CCN2CC(C(=O)Nc3cc(S(C)(=O)=O)ccc3Cl)CC2=O)cc1OC (stereo unspecified)	7%
COc1ccc(CCNc2ncnc3c2nnn3C)cc1OC	1%
COc1cc(OC)c(NC(=O)Cn2c(=O)oc3cc(S(=O)(=O)N4CCCC4)ccc32)cc1Cl	-12%
CCOCCc1nn2c(=O)cc(COC(=O)c3ccc(NC(=O)C4CCCCC4)cc3)nc2s1	1%
CC1COCC(C)N1C(=O)c1cccnc1 (stereo unspecified)	-5%
COc1ccc(N(CC(=O)NCCC2=CCCCC2)S(=O)(=O)c2ccc(C)cc2)cc1OC	0%
COc1cccc(CNC(=O)c2ccc3nc(-c4ccccc4)c(-c4ccccc4)nc3c2)c1OC	3%
O=C(COc1ccc(Cl)cc1Cl)NCCN1CCCC1	1%
CC(Oc1ccc(Cl)cc1)C(=O)Nc1ccc(S(=O)(=O)N2CCOCC2)cc1 (stereo unspecified)	4%
Oc1ccc(Br)cc1/C=N/NC(=S)NCCc1ccccc1	17%
Cc1ccc(-c2nc3sc(CCNC(=O)c4ccc(Br)o4)c(C)n3n2)cc1	13%

Random excerpt: 6 compounds from above.
SMILES	aSyn tox rescue
Oc1ccc(Br)cc1/C=N/NC(=S)NCCc1ccccc1	17%
COc1ccc(CCNc2ncnc3c2nnn3C)cc1OC	1%
CC1COCC(C)N1C(=O)c1cccnc1 (stereo unspecified)	-5%
COc1ccc(N(CC(=O)NCCC2=CCCCC2)S(=O)(=O)c2ccc(C)cc2)cc1OC	0%
O=C(CN1CCN(c2ccccc2)CC1)c1ccc2cc[nH]c2c1	5%
O=C(COc1ccc(Cl)cc1Cl)NCCN1CCCC1	1%

Additional records
SMILES	aSyn tox rescue
O=C(CCSCc1cccc(Cl)c1)N1CCN(c2ccc(Cl)cc2)CC1	?
COc1ccc2c(c1)CC(C(=O)NCCc1ccc(S(N)(=O)=O)cc1)CO2 (stereo unspecified)	7%
O=C(c1c(F)cccc1Cl)N(Cc1ccco1)C1CCS(=O)(=O)C1 (stereo unspecified)	5%
Cc1nc(-c2ccc(S(=O)(=O)N3CCN(c4ccccc4F)CC3)cc2)co1	12%
COc1ccc(C2c3c(oc4ccccc4c3=O)C(=O)N2CCN2CCOCC2)cc1OC (stereo unspecified)	-3%
COCCc1nn2c(=O)cc(COC(=O)c3ccccc3C)nc2s1	12%
C[C@@H]1CN([C@H](C)CO)S(=O)(=O)c2ccc(C3=CCCCC3)cc2O[C@H]1CN(C)C(=O)Cc1cccnc1	-1%
O=C(CN1CCCc2ccccc21)Nc1cccc(S(=O)(=O)N2CCCC2)c1	0%
Cc1ccc(NC(=O)c2nc(S(C)(=O)=O)ncc2N(Cc2ccco2)Cc2ccco2)cc1C	-3%
CCC(Sc1nc2cc(OC)c(OC)cc2c(=O)n1CCc1ccc(Cl)cc1)C(=O)NCCOC (stereo unspecified)	2%
Cn1cc(-c2cc3n(n2)CCC(=O)N3CCCC(=O)Nc2ccccc2F)c2ccccc21	-8%
COc1cc(C2c3c(oc4ccccc4c3=O)C(=O)N2c2nc(C)c(C)s2)ccc1O (stereo unspecified)	-5%
O=C(CCC1N=C2c3ccccc3N=C(SCc3ccccc3F)N2C1=O)NCCc1ccccc1 (stereo unspecified)	0%
Cc1ccc(-c2cc(-c3coc4ccc(Cl)cc4c3=O)c3c(n2)-c2ccccc2OC3)cc1	1%
CCCN(C(=O)CCc1nc(-c2ccc(OC)cc2)no1)c1ccccc1F	8%
Cc1ccc(OCc2nc(C#N)c(NCCc3ccccc3)o2)cc1	15%
Cc1ccc(C(=O)NCCSc2c(C)[nH]c3ccccc23)cc1C	?
Cc1ccc(C(=O)n2ncn(C)c2=S)cc1	-3%
CCOC(=O)c1c(OCCO)nn(-c2ccccc2)c1N	13%
COCC1CCN(C(=O)c2ccc3oc(CCc4ccccc4)nc3c2)C1 (stereo unspecified)	-6%
CC(C)(CCl)C(=O)Nc1ccnc(-c2ccncc2)n1	-2%
Cc1ccc(CNS(=O)(=O)c2ccc3c(c2)CCN3S(C)(=O)=O)cc1	-14%
O=C(O)c1cc(N/N=C/c2c[nH]c3ccccc23)ccc1Cl	0%
COc1ccccc1NC(=O)CSc1nnc(-c2nonc2NC(C)=O)n1-c1ccccc1	0%
Cc1nc(-c2cccc(S(=O)(=O)N3CCC(C(=O)NCc4ccccc4)CC3)c2)no1	-7%
CCc1ccc(N2CCn3c2nc2c3c(=O)n(Cc3ccc(F)cc3)c(=O)n2C)cc1	0%
CC(=O)Nc1ccc(-c2cc(C(=O)O)c3cc4ccccc4cc3n2)cc1	-8%
COc1cc(OC)cc(C(=O)Nc2nc(-c3nnn(-c4ccc(F)c(Cl)c4)c3C)ns2)c1	-6%
C=CCn1c(SCc2ccc(C(=O)NCCO)cc2)nc2sc(C)c(C)c2c1=O	9%
CCCc1c(C)c2ccc(O)c(CN3CCN(c4ccc(F)cc4)CC3)c2oc1=O	4%
N#Cc1ccc(NC(=O)C2Cc3ccccc3CN2S(=O)(=O)c2ccc(F)cc2)cc1 (stereo unspecified)	?
COC(=O)CCC(=O)N(CCN(Cc1ccccc1)C(=O)CCC(=O)OC)Cc1ccccc1	9%
COC(=O)c1c(NC(=O)Cc2ccccc2)sc2c1CCN(C(C)C)C2	1%
COC(=O)c1cc(NC(=O)Cn2nc(C)n3cccc3c2=O)cc(C(=O)OC)c1	-2%
COc1ccc(-c2noc(CN(C(=O)COc3cc(C)c(Br)c(C)c3)C(C)C)n2)cc1	5%
C#CCOc1c(Br)cc(/C=C2/C(=O)ON=C2C)cc1OC	6%
Cc1ccc(NCC(O)C(O)C(O)CO)c(N=Nc2ccccc2)c1C (stereo unspecified)	-12%
COc1cc(OC)cc(-c2nc3nc(C)c(CCC(=O)Nc4ccc(F)cc4F)c(C)n3n2)c1	-3%
O=C(Cn1cc(S(=O)(=O)c2ccccc2)c(=O)c2cc3c(cc21)OCO3)Nc1ccccc1	0%
O=C(NC1CC(=O)N(c2cccc(F)c2)C1)C1CCCCC1 (stereo unspecified)	5%
O=C(Cn1c(=O)n(-c2ccccc2)c(=O)c2ccc(C(=O)NCc3ccc4c(c3)OCO4)cc21)Nc1ccc(Br)cc1	0%
COc1ccc(Cl)cc1NC(=O)CSc1nnc(Cn2c(=O)sc3ccccc32)n1C	-26%
CCCCN(C(=O)c1ccc(C)c(S(=O)(=O)N2CCOCC2)c1)c1c(N)n(CC(C)C)c(=O)[nH]c1=O	-6%
Cc1ccc(CN2CCc3nc(Nc4ccc5c(c4)OCCO5)ncc3C2)cc1	-5%
CCOC(=O)c1sc(NC(=O)COC(=O)C(CCSC)NC(C)=O)nc1C (stereo unspecified)	-6%
COc1ccc(S(=O)(=O)NCCc2csc(-c3ccc(F)cc3)n2)cc1F	2%
CCn1c(=O)cc(OCC(=O)Nc2cc(Cl)c(OC)cc2OC)c2ccccc21	-4%
O=C(NNC(=O)C12CC3CC(CC(C3)C1)C2)c1cccc(O)c1	-3%
Cc1c(Cl)cccc1NC(=O)c1ccc2snnc2c1	0%
Cc1ccc2c(N)[nH]nc2n1	7%
CCc1cccc(C)c1NC(=O)Cc1ccsc1	6%
COc1ccc(-c2c(C(F)(F)F)nn(C)c2NC(C)=O)cc1	-5%
Cc1ccc(OCC(=O)NCC2(N3CCN(C)CC3)CCCCC2)cc1	0%
Cc1ccc(C)c(OCCn2cc(C(=O)c3ccco3)c3ccccc32)c1	7%
O=C(CC(=O)Nc1nc(C23CC4CC(CC(C4)C2)C3)cs1)NCCO	-1%
CC(C)CN(C(=O)COC(=O)c1ccccc1NCc1ccco1)c1c(N)n(Cc2ccccc2)c(=O)[nH]c1=O	2%
CCC(C(=O)NC1CCCC1)N(C(=O)Cn1nnc(-c2ccc(C)o2)n1)c1ccccc1OC (stereo unspecified)	10%
O=C(CNCCc1ccc(Cl)cc1)Nc1ccc(C(=O)N2CCCCC2)cc1	3%
O=C(Nc1nc2n(n1)C(c1ccc(F)cc1)C=C(c1ccccc1)N2)c1cccc([N+](=O)[O-])c1 (stereo unspecified)	5%
CC1C(=O)N(Cc2cn(CCC3OCCCO3)nn2)CCS(=O)(=O)N1Cc1ccc(-c2ccc(F)nc2)cc1 (stereo unspecified)	-7%

Additional records:
SMILES	aSyn tox rescue
O=C(CSc1nc2c([nH]c3ccccc32)c(=O)n1-c1ccccc1)N1CCCc2ccccc21	-2%
Cc1nc2sccn2c(=O)c1S(=O)(=O)N1CCN(c2ccc(F)cc2)CC1	?
Cc1ccc(Nc2nc(C(N)=O)c(NC(=O)c3ccccc3Br)s2)cc1	0%
CCN(CCCNC(=O)Cn1ncc2c([nH]c3ccc(C)cc32)c1=O)c1ccccc1	-5%
O=C(CCNS(=O)(=O)c1ccc(Br)cc1)NCC(c1cccs1)N1CCOCC1 (stereo unspecified)	-9%
CN(c1ccccc1)c1ncnc2c1cnn2C	-6%
O=C(c1ccc2c(c1)N(Cc1ccccc1F)C(=O)c1ccccc1S2(=O)=O)N1CCCC1	-1%
COc1ccc(NC(=S)N(CCCN2CCOCC2)Cc2cn(C)c3ccccc23)cc1OC	-12%
CC1(C)C(C(N)=O)C(=O)NC(=O)C1C(N)=O (stereo unspecified)	0%
COc1cccc(NC(=O)Nc2cccc(-c3cn4cccnc4n3)c2)c1	3%
COc1cccc(-c2ccnc3c(-c4ccc(F)cc4)c(C)nn23)c1	-7%
CC1(C)CC(=O)C=C(c2ccc(-c3cccc4c3sc3ccccc34)cc2)C1=O	-5%
CCN(c1ccc(NC(=O)COC(=O)C(C)N=C2NS(=O)(=O)c3ccccc32)cc1)C(C)C (stereo unspecified)	-5%
O=C(OCc1ccc(F)cc1)c1cc(=O)c2ccccc2o1	-5%
COc1ccccc1C1NC(=O)NC(C)=C1C(=O)OCC1CCCCC1 (stereo unspecified)	1%

As entered above:
aSyn tox rescue, `COc1ccc(NC(=S)N(CCCN2CCOCC2)Cc2cn(C)c3ccccc23)cc1OC` stands at -12%
aSyn tox rescue, `O=C(CCNS(=O)(=O)c1ccc(Br)cc1)NCC(c1cccs1)N1CCOCC1` (stereo unspecified) stands at -9%
